Screens as filed in PubChem BioAssay.
RTF Ca sens act: increases calcium sensitivity of human cardiac regulated thin filaments | P19429+P45379 | IANBD-labeled TnC RTF fluorescence at EC20 calcium; 0% EC20 calcium, 100% full calcium | activation, % at 7.2 µM | 340,000 compounds, 0.24% hits | AID 493008;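 active = activation above the mean over all tested compounds plus 3 SD, cut at about 30% in these data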;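 also: rise in fluorescence read as greater calcium sensitivity of cardiac thin filaments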
Keap1-Nrf2 PPI: disrupts human Keap1 binding to Nrf2 peptide | Keap1 Kelch-Nrf2 peptide fluorescence polarization, 1536-well | inhibition, % at 9.4 µM | 340,000 compounds, 0.15% hits | AID 504523; in the data active = inhibition above about 12%; inconclusive = no clear call, values can overlap the other calls; inactive = below about 7.3%;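 also: human Keap1 Kelch domain with fluorescein labeled Nrf2 9mer peptide probe; 0% = neutral control wells and 100% = peptide positive control; higher means more block of Keap1 binding to Nrf2 peptide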
C-LANA FP: inhibitors of KSHV LANA C-terminal domain DNA binding; AID 504423; MBP-C-LANA/FAM-LBS DNA binding, fluorescence polarization; inhibition, % at 9 µM; 340,000 compounds, 0.078% hits;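 active = highest replicate inhibition at or above 60% at 9 µM, even if other replicates fall short; inactive = all replicates below 60% inhibition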;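 also: 0% = neutral control wells and 100% = 4 µM acridine orange control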
Arrestin-AP2 inh: inhibitors of human beta-arrestin and AP2 interaction | inhibition, % at 10 µM | 340,000 compounds, 0.31% hits | FITC-arrestin peptide / GST-AP2 beads, flow cytometry; AP2 beta2 appendage carries R879A mutation;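 active = inhibition above a set limit, near 3 SD of compounds lacking own fluorescence, cut at about 54% in these data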;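 also: plate controls were DMSO wells for no effect and 5 µM unlabelled arrestin peptide for full effect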
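System: GST-AP2 R879A glutathione beads; medium: PBS, Tween 20 0.05%, BSA 0.1%; reagent: fluorescein-tagged arrestin peptide at 50 nM final; schedule: pre-incubation 12 min, peptide binding 1 h, room temperature; detection: flow cytometry, FL1 (488/535 nm); read-out: inhibition as reduced fluorescein signal on beads, percent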
OPRM1-OPRD1 inv: inverse agonist of human OPRM1-OPRD1 heterodimerization; inhibition, % at 9.3 µM; 340,000 compounds, 0.21% hits; P35372+P41143; AID 504357; cell-based MOR-DOR heterodimer luminescence, inverse agonism; in the data active = inhibition above about 22%, passing the limit was not always enough;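 also: 0% = cells with DMSO and 100% = wells without cells with DMSO; values of inactives mirror those of a sister screen read the other way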
Target sequence (P35372 whole entry, looked up): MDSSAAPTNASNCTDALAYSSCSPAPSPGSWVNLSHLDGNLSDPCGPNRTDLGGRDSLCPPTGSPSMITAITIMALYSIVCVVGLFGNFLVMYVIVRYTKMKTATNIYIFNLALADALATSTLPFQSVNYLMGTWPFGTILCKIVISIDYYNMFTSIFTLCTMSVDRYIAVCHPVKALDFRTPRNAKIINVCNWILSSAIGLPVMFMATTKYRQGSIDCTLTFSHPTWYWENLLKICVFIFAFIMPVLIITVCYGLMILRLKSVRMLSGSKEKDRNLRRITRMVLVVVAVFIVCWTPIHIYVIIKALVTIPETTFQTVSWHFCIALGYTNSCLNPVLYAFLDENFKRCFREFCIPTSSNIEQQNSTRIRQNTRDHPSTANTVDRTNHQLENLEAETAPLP
Target sequence (P41143 whole entry, looked up): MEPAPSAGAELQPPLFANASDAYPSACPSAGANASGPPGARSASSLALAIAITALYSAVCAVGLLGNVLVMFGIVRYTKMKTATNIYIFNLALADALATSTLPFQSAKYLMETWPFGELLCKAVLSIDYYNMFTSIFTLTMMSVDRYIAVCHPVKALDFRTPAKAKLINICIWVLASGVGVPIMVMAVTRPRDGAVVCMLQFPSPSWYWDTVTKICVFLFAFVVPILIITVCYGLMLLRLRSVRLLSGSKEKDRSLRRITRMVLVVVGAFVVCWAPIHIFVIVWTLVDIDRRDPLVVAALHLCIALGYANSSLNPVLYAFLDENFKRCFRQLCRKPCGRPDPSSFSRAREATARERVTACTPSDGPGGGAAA
DSG3 Ab inh: inhibitors of pemphigus antibody binding to human desmoglein-3 | P32926 | DSG3-coupled beads, scFv-anti-DSG3-GFP binding, flow cytometry; stronger effect = lower value | binding (percent of control), % at 10 µM | 310,000 compounds, 0.48% hits | AID 588358;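 active = binding more than 3 SD below its plate's average and above zero; inconclusive = below that plate limit but binding exactly zero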; also: some compounds called inactive have numbers as strong as hits
Wnt bcat act: activates Wnt/beta-catenin signaling in a reporter cell assay; activator, plate reader; activation, % at 9.35 µM; 300,000 compounds, 1.2% hits; in the data active = activation above about 30%, passing the limit was not always enough; inconclusive = no clear call, values can overlap the other calls;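 also: 0% = neutral control wells and 100% = positive control wells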
MOR-DOR ag: OPRM1-OPRD1 heterodimerization agonism. activation, % at 9.3 µM. AID 504326. P35372+P41143. 340,000 compounds, 0.3% hits. cells, luminescence; in the data active = activation above about 18%;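 also: 0% = vehicle-treated cells and 100% = reference agonist; values of inactives mirror those of a sister screen read the other way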
RTF Ca sens inh: cardiac RTF calcium desensitization | AID 493244 | 340,000 compounds, 0.12% hits | inhibition, % at 7.15 µM | P19429+P45379 | IANBD-labeled cardiac RTF, Ca2+ fluorescence;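 active = inhibition above the mean inhibition of all tested compounds plus 3 SD, cut at about 17% in these data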;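 also: assay run at fixed EC70 calcium of 1.6 mM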
V-ATPase pHluor: alters yeast V-ATPase proton transport | S. cerevisiae, pHLuorin cytosolic pH fluorescence | response, % at 10 µM | 350,000 compounds, 0.37% hits; in the data active = response mostly above about 7.3%, no sharp cut-off; inactive = mostly below about 5.4%; also: actives read high; inactives centre near 0; some compounds called inactive have numbers as strong as hits; reference of the scale not given here
* = called active by the depositor; u = inconclusive; x = not tested or not shown.

Second line of a record: RTF Ca sens act	Keap1-Nrf2 PPI	C-LANA FP	Arrestin-AP2 inh	OPRM1-OPRD1 inv	DSG3 Ab inh	Wnt bcat act	MOR-DOR ag	RTF Ca sens inh	V-ATPase pHluor
- COc1ccc(N2CCN(CC(=O)c3ccccc3)CC2)cc1
 : 0	-5	1.0	0	11	101	1	-2.5	-9	0
- CCC(=O)NC(=S)NNC(=O)c1ccc([N+](=O)[O-])cc1
 : -1	-3	0.6	2	15	100	2	-3.0	-2	2
- Cc1ccc(C2CC(C(F)F)n3ncc(C(=O)Nc4cnn(Cc5ccccc5C)c4)c3N2)cc1 (centres undefined)
 : 6	2	-2.1	9	-29	98	x	5.1	-2	-1
- COCCn1c(SCC(=O)N2CCCCCC2)nnc1-c1ccco1
 : -4	-3	0.2	-1	-11	93	1	1.8	4	3
- Cc1nn(C)c(NC(=O)c2ccc(Cl)cc2)c1Cl
 : 1	-1	-3.4	-1	6	108	1	-1.3	-3	-2
- CCc1ccc(NC(=S)Nc2cccc3cnccc23)cc1
 : -5	-1	-1.7	-28	-37	119	34*	7.5	-8	-2
- CC1=C(C#N)C2C(/C1=N/O)C2(C)C (centres undefined)
 : 1	-5	0.2	1	3	123	x	-0.5	4	0
- CCN(Cc1ccccc1)Cc1cccc([N+](=O)[O-])c1
 : -7	-2	-2.9	0	-17	94	x	3.0	2	-2
- O=C(NCCN1CCOCC1)c1ccc(Cl)c(S(=O)(=O)N2CCCCCC2)c1
 : -4	-1	-0.8	-5	13	107	-2	-2.2	3	2
- CC(OC(=O)c1ccc(F)c(S(=O)(=O)N2CCOCC2)c1)C(=O)NCC1CCCCC1 (centres undefined)
 : 2	-2	-4.4	-3	16	109	26	-4.0	-4	-2
- COC(=O)c1cc2c(=O)c3ccccc3oc2nc1/C=C/N(C)C
 : 48*	-9	-6.1	2	-2	117	-1	0.5	-41	-112
- Cc1noc(C)c1CSCC(=O)Nc1ccc(OC(F)F)c(Cl)c1
 : -3	0	1.3	-12	4	99	3	-0.6	4	4
- COc1ccc(C(=O)/C=C/C(=O)N(Cc2ccccc2OC)C(C(=O)NC2CCCCC2)c2ccncc2)c(O)c1 (centres undefined)
 : 3	-2	3.2	3	5	129	-7	-1.0	-13	1
- Cc1ccc(NC(=O)CSc2nnc(CCC(=O)O)c(=O)[nH]2)cc1
 : -3	-6	1.2	-11	1	101	21	-0.2	-4	1
- CCCCC(=O)Nc1ccc(NC(=O)C2CC2)nc1
 : -5	1	0.2	26	-2	73	-8	0.4	-1	0
- Cc1ccc(S(=O)(=O)N2CCN(C(=O)CCCOc3cccc(C)c3)CC2)cc1
 : 3	1	-3.0	-5	4	105	-2	-1.0	-6	4
- O=C(Nc1ccc(F)cc1)C(=O)C1C(=O)Nc2ccccc21 (centres undefined)
 : -2	2	-1.1	-19	13	104	-3	-2.3	1	1
- CC(=O)c1cccc(NS(=O)(=O)c2c(C)noc2C)c1
 : 4	-3	0.0	-5	3	97	-1	-0.6	-8	0
- N#C/C(=C\c1ccc(N2CCOCC2)o1)c1nc2ccccc2[nH]1
 : 259*	-188	-31	27	-26	211	-2	6.2	-228	0
- O=C(O)/C(=C\c1ccc(Br)cc1)NC(=O)c1cccs1
 : 2	-2	-1.1	4	4	124	-3	-0.5	-18	4
- Cn1ncc2c(Nc3cccc(C(=O)O)c3)ncnc21
 : 3	1	1.7	19	-3	104	x	0.5	1	-2
- Cn1ccnc1SCC(=O)NC1CCCCC1
 : -3	0	-0.1	2	9	97	x	-1.5	-12	-4
- Cc1cc(C)c(S(=O)(=O)Nc2cnc3ccccc3c2)c(C)c1
 : -5	-3	0.0	10	-11	118	-1	1.3	-8	0
- Brc1ccc(-c2ncc(-c3ccccc3)cn2)cc1
 : -2	0	1.2	-9	15	104	x	-2.8	-8	3
- CC(NC(=O)c1ccc(NC(=O)CC2SC(N3CCCC3)=NC2=O)cc1)c1ccccc1 (centres undefined)
 : 0	-1	-2.0	29	6	98	-2	-1.6	-7	4
- Cc1cccc(NS(=O)(=O)c2cccc(C(=O)N3CCN(S(=O)(=O)c4ccccc4)CC3)c2)c1
 : -2	-6	2.0	-1	15	94	-4	-2.7	-4	-2
- CCN1CCN(CC(=O)Nc2ccc(C)cc2C)C(=O)C1=O
 : 4	-4	0.5	-1	0	101	-2	-0.1	-6	-5
- O=C(COC(=O)/C=C/c1ccco1)NCc1ccco1
 : 1	-1	3.0	11	5	107	0	-0.9	-8	-4
- NS(=O)(=O)c1ccc(NS(=O)(=O)c2ccc(NC(=S)Nc3ccccc3)cc2)cc1
 : -4	3	1.2	6	9	83	x	-1.4	-2	3
- O=C(CSc1ccc(Cl)cc1)NC(=O)NC1CCCC1
 : 1	2	0.0	-2	-3	98	2	0.7	3	1
- CC1=C(c2ccccc2)C=NNCC1=O
 : 3	-5	0.4	-5	15	109	-1	-3.1	-9	0
- CCN(CC(=O)NCc1ccc(Cl)cc1)C(=O)CSc1ccccc1
 : 3	2	0.2	4	8	103	1	-1.5	-6	2
- Cc1ccc(S(=O)(=O)N(C)CC(=O)N2CC(C)OC(C)C2)cc1 (centres undefined)
 : 1	2	2.7	-1	22	99	-3	-4.3	-2	0
- Cc1ccc(C)c(S(=O)(=O)NCC(=O)NCc2ccco2)c1
 : 2	-2	-1.5	-2	2	108	-1	-0.3	2	0
- Cc1ccc(OC(=O)c2ccncc2)c(C)c1
 : -2	-5	-1.3	-4	0	103	1	0.0	1	0
- COc1cc2c(c3ccccc13)CCCC2=O
 : -1	-3	-2.4	1	-6	93	0	1.1	1	5
- O=C(Nc1cc(N2CCCCC2)ncn1)c1ccc(F)cc1
 : 5	-5	1.6	-2	15	88	10	-3.3	-6	1
- CC(C)c1ccc(S(=O)(=O)N2CCN(C(C)C(=O)Nc3ccccc3-c3ccccc3)CC2)cc1 (centres undefined)
 : -6	-3	-0.5	3	19	105	x	-3.9	1	-2
- Cc1nc2ncnn2c(C)c1CCC(=O)N1CCOCC1
 : -5	2	1.3	-1	9	99	-2	-1.8	0	2
- CC1CCN(C(=O)CN(Cc2ccc(Cl)cc2)S(C)(=O)=O)CC1
 : 9	0	0.7	0	-1	111	-2	0.2	-21	1
- C#CCOCCOCCOCCNc1nc(N2CCN(C(=O)Cn3cc(CCO)nn3)CC2)nc(N2CCN(C(=O)[C@H]([C@@H](C)CC)n3cc(CCCCN)nn3)CC2)n1
 : 2	3	0.9	-3	4	101	-2	-0.8	-8	0
- COCCn1c(SCC#N)nnc1-c1ccc(OC)cc1
 : 12	-1	0.7	14	-9	89	x	1.6	-5	8
- CC(NC(=O)c1cccc(S(=O)(=O)N2CCN(C)CC2)c1)C1CC2CCC1C2 (centres undefined)
 : 0	1	-0.5	3	14	111	-3	-3.0	-20	-5
- c1ccc2[nH]c(C3CC3)nc2c1
 : 0	2	0.5	17	14	100	-11	-2.8	0	-1
- COc1ccc(NC(=O)N2CCCC2C(=O)Nc2ccc(C)cc2C)cc1 (centres undefined)
 : -2	-6	0.1	2	5	93	-3	-0.8	-2	-3
- Cc1cc(NS(=O)(=O)c2ccc(NC(=O)c3ccc([N+](=O)[O-])s3)cc2)nc(C)n1
 : 6	-3	-1.5	-5	-7	105	8	1.7	1	-1
- Cc1cc2nc(N)sc2cc1[N+](=O)[O-]
 : 6	-5	-0.4	2	-6	106	x	1.0	1	0
- Cc1ccc(-c2cc(C(=O)NC3CCCCC3)no2)cc1
 : 0	2	-0.2	2	4	x	9	-0.5	2	-2
- CNC(=O)NC(=O)COC(=O)CCc1nc(=O)c2ccccc2n1C
 : 1	1	-0.1	7	8	101	-5	-1.4	-4	0
- CCCc1nnc(NC(=O)CCC(=O)N2CCN(CCOc3ccc(C)cc3)CC2)s1
 : 5	4	-1.0	3	0	106	x	0.0	0	-4
- Cc1sc2ncnc(SCC(=O)Nc3ccc(S(=O)(=O)N4CCOCC4)cc3)c2c1C
 : 0	-5	-0.8	5	-11	96	-4	2.2	3	0
- Cc1ccc(NC(=O)c2ccccc2)cc1-n1cnnn1
 : 2	-4	-0.8	1	16	100	-1	-3.1	-5	2
- O=c1c2c(-c3ccc([N+](=O)[O-])cc3)ccnc2[nH]n1-c1ccccc1
 : 0	1	-2.4	-8	9	100	1	-2.0	4	1
- COc1cccc(CNC(=O)COC(=O)C2CCN(c3ccc(C(F)(F)F)cn3)CC2)c1
 : 4	-4	1.2	-12	-7	x	3	1.7	-14	3
- COc1ccc(C(=O)NCCS(=O)(=O)N2CCN(C(=O)c3ccco3)CC2)cc1
 : 3	-5	-1.5	12	3	105	-3	-0.5	-5	1
- CCCCN(CC)C(=O)Cn1cnc2sc(C)c(S(=O)(=O)N3CCC(C)CC3)c2c1=O
 : 5	-4	-1.5	0	-3	x	2	0.5	-14	4
- CCc1nc(OCCN(CC)CC)c2oc3ccccc3c2n1
 : -3	0	-0.2	-4	14	x	x	-2.7	-5	2
- COc1cc2c(cc1NC(=O)CSc1ccc(C)cc1)oc1ccccc12
 : 0	6	1.3	6	0	101	-2	0.0	4	-4
- COc1ccc(CC(CC(=O)O)C(=O)Nc2ccc(Cl)c(Cl)c2)cc1 (centres undefined)
 : 0	-7	-1.7	-7	14	97	1	-3.1	-2	2
- C=CCn1c(SCC(=O)c2c(N)n(C)c(=O)n(C)c2=O)nnc1-c1ccoc1C
 : -7	-1	-0.4	35	15	95	-2	-3.0	2	-4

Remaining list, next part.
Second line of a record: RTF Ca sens act	Keap1-Nrf2 PPI	C-LANA FP	Arrestin-AP2 inh	OPRM1-OPRD1 inv	DSG3 Ab inh	Wnt bcat act	MOR-DOR ag	RTF Ca sens inh	V-ATPase pHluor
- COc1ccc(NC(=O)C(C)N2c3cccc4cccc(c34)S2(=O)=O)cc1 (centres undefined)
 : -5	-4	0.3	11	-1	97	-2	0.1	-12	-4
- CC(=O)NN1C(=O)c2ccccc2NC1c1ccoc1 (centres undefined)
 : -3	-7	-1.8	-2	6	97	-2	-1.1	2	-3
- CN(C)C(=S)Oc1ccccc1-c1ccccc1OC(=S)N(C)C
 : -3	0	-0.4	-2	16	97	-3	-2.8	-8	-7
- O=C(NC1CCCCC1)C(=O)c1c[nH]c2ccccc12
 : -6	6	1.0	37	-4	x	u	0.7	-4	0
- CCN(CC)CCn1c(=N)n(CC(=O)c2ccc(C)cc2)c2ccccc21
 : 5	-4	-2.2	2	x	93	0	x	-1	0
- COC(=O)CNC(=O)/C=C/c1cc(Br)ccc1OC
 : 0	-1	-0.7	-23	5	105	0	-1.0	10	4
- N#Cc1c(C(F)(F)F)cc(Cc2ccccc2)nc1SCC(=O)NCC(=O)O
 : 4	-3	-2.1	-1	10	x	-3	-2.1	7	-2
- O=C(Nc1ncc(Cc2ccccc2)s1)C1CCCO1 (centres undefined)
 : 6	-2	-0.7	-1	3	104	19	-0.6	-4	-1
- Cc1cc2c(cc1S(=O)(=O)N(C)c1ccccc1)NC(=O)CO2
 : 0	-2	-0.7	2	18	102	2	-3.4	-6	-3
